# Assay outcomes: PubChem BioAssay, National Center for Advancing Translational Sciences (NCATS)
# RECQ1 helicase: qHTS Assay for Inhibitors of RecQ-Like Dna Helicase 1 (RECQ1); RECQ1 DNA unwinding, red fluorescence kinetic read; Potency, µM (series often up to 57.3 µM), for inactives: at the top dose activity, negative = inhibition, hits mostly inhibitors; 0.54% of 240,000 active; ATP-dependent DNA helicase Q1 (Homo sapiens), P46063;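 also: plate controls were vehicle for no effect and no enzyme for full effect; nearly all actives have a fitted effect of over 30% in size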
#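 RECQ1T1 50 nM; forked duplex (20 bp + 30-nt ss tails) 200 nM, ATP 2 mM final; pH 8.0, 2 mM MgCl2, 2.5 ug/ml poly(dI-dC); 15 min compound preincubation; discontinuous kinetic read over 2 h at RT.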
# KDM4E inh: qHTS Assay for Inhibitors of Human Jumonji Domain Containing 2E (JMJD2E); Lysine-specific demethylase 4E (Homo sapiens), B2RXH2; JMJD2E catalytic domain, FDH-coupled NADH fluorescence (FDH is formaldehyde dehydrogenase); Potency, µM (highest dose often 57.1 µM), without a hit: at the top dose activity change, negative = inhibition, actives largely listed as inhibitors; 1.6% of 230,000 active; AID 2147, 2009; active = well fitted inhibition curve with a large enough effect, not every such curve was filed as active; inconclusive = small, poorly fitted or top-dose-only effect, or another doubt; inactive = no such curve, though single readings can be large or run the other way;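 also: 0% = wells with enzyme and -100% = buffer wells without enzyme; nearly all actives have a fitted effect of over 50% in size; many of its hits are not listed in these tables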
# Target sequence (B2RXH2 1-337 limits assumed): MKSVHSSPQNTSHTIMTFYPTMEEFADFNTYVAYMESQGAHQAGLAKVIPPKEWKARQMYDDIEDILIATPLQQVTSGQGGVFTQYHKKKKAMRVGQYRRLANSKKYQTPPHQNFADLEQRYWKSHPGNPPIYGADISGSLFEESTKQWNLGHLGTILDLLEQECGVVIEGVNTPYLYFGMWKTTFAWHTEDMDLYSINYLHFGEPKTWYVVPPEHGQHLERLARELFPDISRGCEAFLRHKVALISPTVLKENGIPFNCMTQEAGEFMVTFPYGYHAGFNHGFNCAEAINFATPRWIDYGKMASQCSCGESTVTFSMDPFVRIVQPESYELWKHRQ
# TRb-SRC2 inh: qHTS for Inhibitors of the Interaction of Thyroid Hormone Receptor and Steroid Receptor Coregulator 2; 0.065% of 280,000 active; Potency, µM (top dose mostly 106 µM), for inactives: at the top dose activity change, negative = inhibition, actives largely listed as inhibitors; Thyroid hormone receptor beta (Homo sapiens), P10828; TRbeta-SRC2 peptide binding, fluorescence polarization; receptor liganded with 1 µM T3;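 also: plate controls were bound peptide for no effect and peptide without receptor for full effect; nearly all actives have a fitted effect of over 50% in size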
#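 Fluorescence polarization of 20 nM Texas Red SRC2 peptide with 0.6 uM human TRb ligand-binding domain, in Tris buffer with 1uM T3 and 5% DMSO. Incubated 5 hr ambient; normalized to unbound and bound controls.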
# ALDH1A1 inh: qHTS Assay for Inhibitors of Aldehyde Dehydrogenase 1 (ALDH1A1). Purified ALDH1A1, NADH fluorescence, propionaldehyde substrate. Potency, µM (doses to about 75.3 µM), for the others: top-dose activity, negative = inhibition, usual class: inhibitors. 7.3% of 220,000 active. AID 1030, 2008; active = well fitted inhibition curve with a large enough effect, not every such curve was filed as active; inconclusive = small, poorly fitted or top-dose-only effect, or another doubt; inactive = no such curve, though single readings can be large or run the other way;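 also: plate controls were no enzyme wells and a reference inhibitor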
# Lamin A splicing: qHTS Assay for Modulators of Lamin A Splicing; HeLa LMNA splicing GFP/RFP minigene ratio, 48 h; Potency, µM (top dose mostly 46.1 µM), for inactives: at the top dose ratio change, negative = inhibition, usual class: inhibitors; 0.01% of 200,000 active; active = well fitted inhibition curve with a large enough effect in the signal ratio, with a control signal flat, not every such curve was filed as active; inconclusive = small, poorly fitted or top-dose-only effect, or effect the other way, or a change in a side signal; the % refers to the signal ratio; also: % is scaled to controls: 0 for no effect and ±100 for the full control effect
#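 S3 HeLa stable clones carrying a lamin A-EGFP splicing minigene plus DsRed2 were seeded at 600 cells/well in Opti-MEM with 2% FBS, pin-dosed and incubated 48 h at 37°C. Acumen cytometry (488 nm) gave the GFP/RFP total-intensity ratio.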
# RGS12 GoLoco inh: qHTS Assay for Inhibitors of RGS12 GoLoco Motif Activity (Red Fluorophore). 0.44% of 230,000 active. Guanine nucleotide-binding protein G(i) subunit alpha-1 (Homo sapiens), P63096. Gai1:RGS12 GoLoco peptide FP, rhodamine, 10 min. AID 880, 2007. Potency, µM (top dose mostly 61.6 µM), without a hit: at the highest dose activity, negative = inhibition, hits mostly inhibitors; active = well fitted inhibition curve with a large enough effect, not every such curve was filed as active; inactive = no such curve, though single readings can be large or run the other way; also: % is scaled to controls: 0 for no effect and ±100 for the full control effect; nearly all actives have a fitted effect of over 30% in size; many of its hits are not listed in these tables
# Target sequence (P63096 whole entry, looked up): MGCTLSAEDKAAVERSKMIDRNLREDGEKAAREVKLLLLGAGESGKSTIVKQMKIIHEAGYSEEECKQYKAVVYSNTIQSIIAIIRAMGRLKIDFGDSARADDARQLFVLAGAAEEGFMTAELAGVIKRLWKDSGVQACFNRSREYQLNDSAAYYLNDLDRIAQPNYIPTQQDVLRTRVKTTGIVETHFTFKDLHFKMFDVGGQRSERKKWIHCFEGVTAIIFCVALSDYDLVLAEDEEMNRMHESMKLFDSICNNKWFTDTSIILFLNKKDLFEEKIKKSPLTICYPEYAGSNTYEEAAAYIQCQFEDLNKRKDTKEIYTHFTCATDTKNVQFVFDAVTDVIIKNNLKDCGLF
# TR SRC2 fluor cs: Total Fluorescence Counterscreen for Inhibitors of the Interaction of Thyroid Hormone Receptor and Steroid Receptor Coregulator 2 | TRb/SRC2 Texas Red total fluorescence interference | Potency, µM (doses to about 106 µM), for the others: top-dose fluorescence change, negative = quenching | 0.29% of 280,000 active | AID 1479, 2009; active = well fitted curve in either direction with a large enough effect; inconclusive = small, poorly fitted or top-dose-only effect; also: % is scaled to controls: 0 for no effect and ±100 for the full control effect
#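 Flags fluorescent or light-absorbing compounds by total fluorescence, S + 2P, at 555 nm excitation and 632 nm emission. Mixture: 20 nM Texas Red SRC2 peptide, 0.6 uM human TRb LBD, 1 uM T3, 5% DMSO; compound exposure 5 h at ambient temperature.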
# SMN2 splice enh: qHTS Assay for Enhancers of SMN2 Splice Variant Expression; 2.8% of 210,000 active; Potency, µM (series often up to 46.1 µM), inactives show top-dose activity change, positive = activation, hits mostly activators; HEK293 SMN2-luciferase splicing reporter, luminescence, 30-36 h; also: % of control where 0% means no effect; nearly all actives have a fitted effect of over 55% in size
#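 qHTS luciferase splicing reporter: luminescence rises when SMN2 exon 7 is included in transfected HEK293 cells. Compound exposure lasted 30-36 h at 37C, with 4.5 mM final sodium butyrate as control, followed by a ONE-Glo read.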
# * hit, by the source's call; i = inactive; ? = inconclusive; . = no result given; & = joins results of further samples; ! = not active in a repeat; [ ] = another dose, or the depositor's remark. Unless noted, calls follow the shape of the dose curve; as a rule, active = well fitted curve in the direction sought with a large enough effect; inconclusive = small, poorly fitted or top-dose-only effect, or another doubt; inactive = no such curve, though single readings can be large; an effect the other way counts as inactive or inconclusive. Potency is read from the fitted curve at half-maximal effect. Some of the compounds tested; rates above refer to the full screens.
molecule,RECQ1 helicase,KDM4E inh,TRb-SRC2 inh,ALDH1A1 inh,Lamin A splicing,RGS12 GoLoco inh,TR SRC2 fluor cs,SMN2 splice enh
COc1ccc(-c2ccc(N)[n+](CCCC(=O)O)n2)cc1,-14%,10%,6%,-5%,-23%&-9%,13%,-4%,4%
O=C(CCCCCN1C(=O)c2cccc3cccc(c23)C1=O)NC1CCS(=O)(=O)C1 (stereo not given),-1%,?,-5%,.,.,6%,-7%,.
Cc1ccc([N+](=O)[O-])c(NC2OC(CO)C(O)C2O)c1 (stereo not given),0%,-4%,10%,-2%,.,2%,-2%,4%
COCCn1c(C)c(C(=O)O)sc1=S,0%,6%,-8%,6%,8%,6%,-1%,4%
CCOC(=O)c1c(NCCN(C)C)c2ccccc2[nH]c1=O,-7%,-9%,-3%,.,.,-1%,-1%,.
COc1ccc2c(c1)c(=O)c(C(=O)c1ccc(Cl)cc1)cn2CC(=O)Nc1ccc(F)cc1,-12%,-10%,14%,-1%,0%,7%,-1%,3%
Cc1cccc2c1N(C(=O)CN1C(=O)c3ccccc3C1=O)C(C)(C)c1ssc(=S)c1-2,-9%,-1%,-15%,?,?,-7%,-1%,3%
c1ccc(-c2c[n+]3c(n2-c2ccccc2)SCC3)cc1,-4%,7%,5%,.,.,3%,4%,.
Cc1ccc(C(NC(N)=O)c2ccccc2)cc1 (stereo not given),i,3%,-14%,-5%,?,-41%,2%,6%
CCOC(=O)c1ccc(N/C=C\C(=O)c2cccc(OC)c2)cc1,i,-4%,-5%,?,8%,5%,-5%,?
CCOC(=O)c1c(NC(=S)NCC2CCCO2)sc(C)c1C (stereo not given),-1%,-7%,-5%,18µM*,9%[9.22 µM],-1%,0%,-17%
CCCCC/C=N\NC(=O)Cc1ccc([N+](=O)[O-])cc1,-1%,28%,-9%,11%,0%,3%,-1%,-10%
CCc1cc(=O)oc2cc(OCc3nn[nH]n3)ccc12,-4%,20µM*,2%,?,10%,6%,0%,-25%
COC(=O)c1ccc(NC(=O)CN2CCN(c3ccccn3)CC2)cc1,-12%,1%,-7%,4%,.,5%,0%,16%
CC(NC(=O)COC(=O)/C=C/c1ccco1)c1ccccc1 (stereo not given),i,-2%,-7%,-17%,.,16%,-1%,9%
O=Cc1ccc(-c2cc(Cl)ccc2Cl)[nH]1,i,-6%,-1%,?,-22%[46 µM],10%,1%,-15%
O=[N+]([O-])/C(C(Cl)=C(Cl)Cl)=C(\Nc1ccc(F)cc1)n1cncn1,0%,?,-14%,13µM*,?,-6%,-2%,4%
CCC(C)[C@H](NC(=O)NCc1cccc(OC)c1)C(=O)O (stereo not given in full),i,2%,-7%,8%,11%,-5%,2%,-6%
O=C(CN1C(=O)CSc2ccc(S(=O)(=O)N3CCCCC3)cc21)NCc1cccnc1,8%,?,-1%,-6%,7%,-7%,-7%,-17%
CN(C)c1ccc(P(=O)(OCc2ccccc2)C(O)c2ccccc2)cc1 (stereo not given),16%,-1%,3%,-15%,.,8%,-1%,.
C=C(C)COc1ccc(-c2n[nH]c(C)c2-c2ccccc2)c(O)c1,-10%,?,11%,1%,?,2%,0%,-59%[inhibitor]
Fc1cccc(C2CCCCN2Cc2nc(C3CC3)no2)c1 (stereo not given),i,12%,3%,7%,?,1%,-8%,.
O=C(Cc1cc(=O)[nH][nH]1)N/N=C/c1c(Cl)cccc1Cl,-4%&0%,?,-4%&1%,11µM*!,-6%&-11%,88%&3%[activator],5%&-17%,0%&5%
Cc1ccc(OCC(=O)Nc2ccc(S(=O)(=O)Nc3ccccn3)cc2)cc1C,-1%,?,3%,2%,-8%[46 µM],4%,0%,-6%
CCOC(=O)C1CCCN(C2CC(=O)N(c3ccc(C(C)C)cc3)C2=O)C1 (stereo not given),7%,-21%,0%,10µM*,.,-2%,-3%,.
Cc1ccc(S(=O)(=O)NC2=NCN(CCOC(=O)c3ccc([N+](=O)[O-])cc3)CN2)cc1,-3%,3%,-9%,-6%,14%,5%,-2%,-9%
Cc1ccccc1CSc1nnc(-c2ccccn2)n1N,-7%,-1%,-15%,-6%,-3%,1%,-2%,5%
CC(=O)c1c(C)[nH]c(C(=O)OCC(=O)N(C)C)c1C,i,3%,-14%,?,-1%,-19%,-6%,6%
Cc1ccc2c(c1)C(=O)c1ccccc1CS2=O (stereo not given),5%,0%,-6%,2.5µM*,0%,-8%,2%,-45%[inhibitor]
COc1ccccc1NS(=O)(=O)c1cc(NC(=O)c2cc(=O)[nH]c3ccccc23)ccc1N1CCOCC1,i,-21%,3%,.,.,7%,0%,.
COc1cccc(C(=O)NC2CCN(CC(=O)NCc3ccccc3OC)CC2)c1,i,2%,-2%,-14%,3%,9%,-4%,-20%
Cc1cc(C)cc(NC(=O)CSc2nnc(-c3ccccc3Br)o2)c1,-5%,1%,10%,-7%,?,-1%,1%,7%
C=CCNC(=O)/C(=C\c1cccc([N+](=O)[O-])c1)NC(=O)c1ccccc1,i,5%,-7%,-7%,-18%,-8%,-2%,4%
Cc1[nH]c2ccccc2c1/C=C(/C#N)C(=O)NC(C)C,-8%,1%,4%[53 µM],?,.,18%,0%[53 µM],.
S=C(NC1CC2CCC1C2)N1CCN(c2cccc(Cl)c2)CC1 (stereo not given),i,5%,-6%,?,.,1%,-1%,-29%
CCN1CCN(CCC(=O)Nc2cccc(OC)c2)CC1,-5%,-3%,-1%,2%,-7%,0%,1%,-4%
Cc1noc(C)c1C(=O)NC(C)c1ccc2c(c1)OCO2 (stereo not given),-1%,6%,4%,9%,2%,4%,-3%,4%
CSc1cccc(NC(=O)CSc2ccccc2)c1,-6%,5%,-1%,-10%,4%,10%,-3%,26%
COCCNC(=O)Cn1c(=O)n(CCCCCC(=O)NCc2ccc3c(c2)OCO3)c(=O)c2sccc21,-11%,6%,8%&-3%,-1%,.,4%,-6%&-31%,2%&2%
COc1cccc(Cn2c(=O)c(-c3cccc(C#N)c3)nc3cnc(N4CCOCC4)nc32)c1,0%,.,.,?,13%,13%,.,.

# Fetched one by one from above:
molecule,RECQ1 helicase,KDM4E inh,TRb-SRC2 inh,ALDH1A1 inh,Lamin A splicing,RGS12 GoLoco inh,TR SRC2 fluor cs,SMN2 splice enh
C=CCNC(=O)/C(=C\c1cccc([N+](=O)[O-])c1)NC(=O)c1ccccc1,i,5%,-7%,-7%,-18%,-8%,-2%,4%
Cc1noc(C)c1C(=O)NC(C)c1ccc2c(c1)OCO2 (stereo not given),-1%,6%,4%,9%,2%,4%,-3%,4%
COc1cccc(Cn2c(=O)c(-c3cccc(C#N)c3)nc3cnc(N4CCOCC4)nc32)c1,0%,.,.,?,13%,13%,.,.
Cc1ccc(OCC(=O)Nc2ccc(S(=O)(=O)Nc3ccccn3)cc2)cc1C,-1%,?,3%,2%,-8%[46 µM],4%,0%,-6%
Cc1ccccc1CSc1nnc(-c2ccccn2)n1N,-7%,-1%,-15%,-6%,-3%,1%,-2%,5%

# Other records
molecule,RECQ1 helicase,KDM4E inh,TRb-SRC2 inh,ALDH1A1 inh,Lamin A splicing,RGS12 GoLoco inh,TR SRC2 fluor cs,SMN2 splice enh
CC(=O)c1c(NC(=O)c2ccccc2)[nH]c(-c2ccccc2)nc1=S,-13%,3%,19%,-1%,.,1%,?,-29%
NC(=O)COC(=O)/C=C/c1ccc2ccccc2n1,-4%,?,-2%,-2%,?,-1%,-5%,5%
O=C(C[n+]1ccc(-c2nnc3n2CCC3)cc1)c1ccc(Cl)c(Cl)c1,-2%,4%,10%,1%,-12%,34%[activator],1%,-16%
CC(C)C(=O)Nc1c(-c2ccccc2)c(=O)c2ccccc2n1C,0%,?,-4%,.,.,-3%,0%,.
COc1cc(C=O)ccc1OCc1c(C)noc1C,-1%,-12%,-5%,?,7%,1%,-1%,1%
O=[N+]([O-])c1cc(S(=O)(=O)NC2=NCCCCC2)ccc1NCC1CCCCC1,i,0%,-3%,?,14%[9.22 µM],-3%,-2%,-48%[inhibitor]
CCOC(=O)c1cnc2ccc(C(=O)OC)cc2c1NCc1ccco1,3%,?,-5%,1%,2%,1%,-1%,?
COc1cc(/C=N/NC(=O)c2ccc(-c3ccccc3)cc2)cc(OC)c1OC,5%,-5%,-15%,?,?,9%,-2%,19%
N#C/C(=C\c1ccncc1)c1nc2c(s1)CCCC2,i,?,-6%,?,-14%[46 µM],7%,1%,?
COc1ccc(C(=O)COc2ncnc3cc(Cl)ccc23)cc1,10%,1%,-6%,.,.,-4%,-6%,.
COc1ccccc1/C=C/C(=O)NCc1cccnc1,i,-3%,3%,1%,.,8%,-5%,14%
COc1ccc(OC)c(NC(=O)c2ccc(-c3cccs3)cc2)c1,-11%,?,3%,?,.,3%,-5%,-3%
Cc1nnc2c3ccccc3c(-c3cccs3)nn12,-8%,-2%,-10%,9%,7.9µM*,10%,2%,11µM*
